Compound activity (PubChem BioAssay)
TSG101-PTAP inh = inhibitors of HIV-1 PTAP binding to human TSG101, validation | Q99816 | 44,000 tested, under 10 active | Potency, µM (highest dose often 115 µM), inactives show at the top dose activity change, negative = inhibition, hits mostly inhibitors | Fluorescence polarization, FITC-PTAP peptide/Tsg101, 20 min; note: potency is the fitted concentration of half-maximal effect; 0% is about no effect
Target sequence (Q99816 whole entry, looked up): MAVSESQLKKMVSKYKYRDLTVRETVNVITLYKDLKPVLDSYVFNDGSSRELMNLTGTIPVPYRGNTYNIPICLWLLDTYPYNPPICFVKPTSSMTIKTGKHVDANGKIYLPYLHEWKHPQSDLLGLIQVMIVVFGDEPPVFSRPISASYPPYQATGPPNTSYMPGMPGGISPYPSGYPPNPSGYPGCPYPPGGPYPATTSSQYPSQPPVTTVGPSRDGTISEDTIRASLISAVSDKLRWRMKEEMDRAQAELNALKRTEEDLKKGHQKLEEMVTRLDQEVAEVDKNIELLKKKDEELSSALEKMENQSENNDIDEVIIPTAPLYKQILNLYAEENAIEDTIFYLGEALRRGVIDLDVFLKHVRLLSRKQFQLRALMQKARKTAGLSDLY
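Fluorescence polarization binding of Tsg101 binding domain (10 uM final) to FITC-labeled PTAP-motif peptide (50 nM final) in HEPES pH 7.5/NaCl/Tween 20/EDTA/TCEP buffer; 20 min at r.t. Actives by curve class, <25 µM, efficacy <60% inhibition.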
NTMT1 inhibitor = inhibitors of human N-terminal methyltransferase NTMT1; Potency, µM (doses to about 114 µM), inactives show at the top dose activity change, negative = inhibition, hits mostly inhibitors; Q9BV86; actives 2.5% (n = 59,000); NTMT1 MTase-Glo SAH luminescence, purified enzyme;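 note: potency is the fitted concentration of half-maximal effect; plate controls were DMSO vehicle for no effect and no enzyme for full effect; nearly all actives have a fitted effect of over 65% in size; many of its hits are not listed in these tables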
B2AR arrestin ag = beta-arrestin recruitment by human beta2-adrenergic receptor ligands; P07550; HTLA Tango cells, beta-arrestin recruitment, luciferase luminescence, 18 h; Potency, µM (highest dose often 46.1 µM), for inactives: top-dose activation, hits mostly activators; 44,000 tested, under 10 active;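 note: potency is the fitted concentration of half-maximal effect; 0% = DMSO and full agonism = EC100 isoproterenol or metaproterenol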
Target sequence (P07550 whole entry, looked up): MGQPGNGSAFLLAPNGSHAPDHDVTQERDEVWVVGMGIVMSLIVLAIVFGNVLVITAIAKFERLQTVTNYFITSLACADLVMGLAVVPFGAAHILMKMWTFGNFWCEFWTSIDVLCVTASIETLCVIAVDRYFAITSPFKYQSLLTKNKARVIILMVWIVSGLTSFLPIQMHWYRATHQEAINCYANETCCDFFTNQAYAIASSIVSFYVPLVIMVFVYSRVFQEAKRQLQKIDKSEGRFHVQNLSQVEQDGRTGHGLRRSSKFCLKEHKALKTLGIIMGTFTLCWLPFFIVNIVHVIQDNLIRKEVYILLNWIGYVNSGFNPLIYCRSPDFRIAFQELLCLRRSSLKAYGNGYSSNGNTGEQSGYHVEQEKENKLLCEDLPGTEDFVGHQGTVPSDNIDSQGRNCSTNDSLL
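Luminescence read-out: arrestin recruitment to recombinant beta2-AR releases tTA, inducing luciferase. Cells exposed 18 hr at 37 degrees C to up to 46 microM compound; %Activity from corrected signal, concentration-response curves classified by r2, magnitude and efficacy.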
FH mod = Identification of activators of human fumarate hydratase by quantitative high-throughput screening. FH coupled MDH/diaphorase resazurin fluorescence, 15 min. Potency, µM (top dose mostly 79.9 µM), for inactives: at the top dose activity change, negative = inhibition, actives largely listed as inhibitors. actives 0.22% (n = 54,000). AID 1347055, 2019; note: potency is the fitted concentration of half-maximal effect; % is set by controls: 0 for no effect and ±100 for the full control effect; the screen sought activators but most active calls are inhibition curves; nearly all actives have a fitted effect of over 45% in size
GALK inh = GALK (human) enzyme inhibition | P51570 | recombinant GALK, Kinase-Glo ATP luminescence, 1 h | Potency, µM (top dose mostly 57.5 µM), for inactives: top-dose activity, negative = inhibition, hits mostly inhibitors | 44,000 tested, under 10 active;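 note: plate controls were full GALK reaction for no effect and reaction lacking GALK for full effect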
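Compounds were pinned into ATP buffer, then GALK-galactose mix was added (final 5 nM enzyme, 35 uM ATP, 100 uM galactose, pH 8.0). After 1 h at room temperature, Kinase-Glo Plus was added and luminescence read.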
p53null 32C kill = p53 null cell cytotoxicity, permissive temperature; H1299-neo p53 null cells, ATP luminescence, 24 h, 32C; Potency, µM (highest dose often 46.1 µM), for inactives: at the top dose activity change, negative = cytotoxicity, hits mostly cytotoxic; actives 0.62% (n = 55,000); AID 903;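 note: potency is the fitted concentration of half-maximal effect; 0% = DMSO only and -100% = full killing by 100 µM tamoxifen; nearly all actives have a fitted effect of over 55% in size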
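H1299-neo (p53-null) cells, 600/well, were pre-incubated overnight at 37C, then exposed to compounds at up to 46 uM for 24 hr at 32C. Viability was measured as ATP content by luminescence, and AC50 values came from Hill fits.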
p53null 39C tox = kills p53 null cells at the nonpermissive temperature | Potency, µM (highest dose often 46.1 µM), inactives show at the top dose activity, negative = cell killing, hits mostly cytotoxic | actives 0.97% (n = 55,000) | H1299 p53-null (neo) cells, 39C, ATPlite viability, 24 h;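 note: potency is the fitted concentration of half-maximal effect; 0% = DMSO only and -100% = full killing by 100 µM tamoxifen; nearly all actives have a fitted effect of over 50% in size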
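Following overnight plating at 37C (600 cells/well), H1299-neo or H1299-p53A138V cells are dosed up to 46 uM. Incubation lasts 24 hr at 39C before ATP detection.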
The depositor's hits bear a star; u = inconclusive; x = not tested or not shown; [ ] = another dose, or the depositor's remark. Calls come from the whole dose curve; as a rule, active = well fitted curve in the direction sought with a large enough effect; inconclusive = small, poorly fitted or top-dose-only effect, or another doubt; inactive = no such curve, though single readings can be large; an effect the other way counts as inactive or inconclusive. Not all compounds are listed (hit frequency here may not be typical).

SMILES | TSG101-PTAP inh | NTMT1 inhibitor | B2AR arrestin ag | FH mod | GALK inh | p53null 32C kill | p53null 39C tox
Cc1ccc(Cl)cc1NC(=O)CCc1c(C)nc2c3cccnc3nn2c1C | 0% | 8% | 1% | 6% | 6% | -10% | u
COc1cc(CNc2ccc3[nH]c(=O)[nH]c3c2)cc(Cl)c1OCc1ccc(F)cc1 | 0% | 3% | -4% | 35µM* | -11% | -4% | 1%
CCOc1ccc(CCNC(=O)CCc2c(C)nc3cc(-c4ccccc4OC)nn3c2C)cc1 | 1% | -4% | 0% | -26% | 9% | -4% | -1%
O=C(NCCCCc1ccccc1)c1nn(-c2ccccc2)nc1CO | -1% | -2% | -1% | -18% | -1% | 1% | -2%
CCOC(=O)C1CCN(C(=O)c2ccccc2NC(=O)c2nsc3ccccc23)CC1 | -3% | 0% | 0% | -17% | 0% | -12% | -14%
CCN(Cc1ccccc1)C(=O)CCS(=O)(=O)c1cc2c(cc1Cl)NC(=O)CO2 | -1% | -15% | 0% | -1% | 0% | 7% | 3%
Cc1cc(=O)n(CC(=O)NC(C)c2ccccc2)c2c1c(C)nn2C (stereo unspecified) | -2% | u | 0% | 3% | 4% | -5% | -10%
COc1cccc(N2CCN(C(=O)C3CCCN(S(=O)(=O)c4cccc5nsnc45)C3)CC2)c1 (stereo unspecified) | 5% | -2% | -2% | -13% | 0% | 11% | -4%
CCCOc1ccc(C(=O)Nc2sc3c(c2C(=O)OCC)CCCCC3)cc1 | 1% | -11% | 1% | 7% | 1% | 2% | -8%
Cc1c(Cl)cccc1-n1ncc(C(=O)N2CCc3ccccc3C2)c1C1CCN(C(=O)OC(C)(C)C)CC1 | -2% | 1% | 0% | -33% | -3% | 8% | -14%
COc1ccc(NC(=O)CCCN2C(=O)C(c3ccccc3)Oc3cccnc32)cc1OC (stereo unspecified) | 1% | 2% | 0% | -6% | 1% | -9% | -7%
CCOC(=O)c1cccc(NC(=O)CC2C(=O)N(c3ccc(C)cc3)C(=O)N2Cc2cccc(OC)c2)c1 (stereo unspecified) | -1% | x | 1% | x | 0% | 8% | 6%
COc1ccccc1C(=O)Nc1cccc(OCc2cc(=O)n3c4c(sc3n2)CCCC4)c1 | -2% | 6% | 1% | 0% | -2% | -7% | -13%
COc1ccccc1C(=O)Nc1ccc(-c2cc(C(F)(F)F)nn2-c2ccccc2)cc1 | -7% | 7% | -1% | -26% | -1% | -14% | 8%
COc1cc(CN(C(=O)COc2ccc(F)cc2)c2ccccn2)cc(OC)c1OC | -5% | 22% | -5% | 2% | 1% | -3% | -26%
Cc1cccc(C(=O)NNc2ncnc3c2cnn3-c2ccc(C)c(Cl)c2)c1 | -7% | 14% | 1% | 6% | 0% | -6% | 4%
CCc1ccc(NC(=O)Cn2ncc3c(C)n(Cc4cccc(Cl)c4)c(C)c3c2=O)cc1 | -2% | 8% | -3% | -1% | -1% | 3% | -15%
COC(=O)c1cnn2c(C)c(Cc3c(C)cc(C)cc3C)c(C)nc12 | -2% | 3% | 7% | -20% | -1% | 0% | 14%
Cc1cc(-c2ccccc2)nc2cc(C(=O)Nc3ccc(Cl)c(Cl)c3)nn12 | 5% | u | 0% | -12% | 1% | -20% | -13%
CCc1ccc(NC(=O)CSC2=Nc3ccccc3C3=NC(CCC(=O)NCc4ccco4)C(=O)N23)cc1 (stereo unspecified) | 0% | 10% | -3% | -9% | -1% | 3% | 9%
O=C(NCCc1ccccc1Cl)c1cc2ccccn2n1 | -10% | 1% | 1% | 0% | -3% | u | u
Cc1ccc2oc(-c3ccc(C)c(NC(=O)/C=C/c4ccco4)c3)nc2c1 | -2% | u | -1% | -2% | 0% | -3% | -22%
CSc1ccc(C(=O)Nc2ccc(-c3nc4ccccc4s3)c(O)c2)cc1 | 4% | 9% | 7% | 4% | -3% | -2% | 3%
O=C(Nc1cnc(N2CCC(N3CCCCC3)CC2)c(C(=O)O)c1)c1ccc(Br)cc1 | -3% | -6% | -2% | 6% | 0% | -7% | 17%
CN(Cc1ccco1)S(=O)(=O)c1nnc(NC(=O)c2ccccc2Cl)s1 | 0% | -1% | 1% | -14% | 2% | -1% | 0%
CC1CCN(C(=O)Cn2cc(SCc3ccccc3)c3ccccc32)CC1 | -7% | 4% | 0% | -15% | 5% | 0% | 1%
CC(C)Cn1c(=O)c2ccccc2n2c(CCC(=O)Nc3cccc(Cl)c3)nnc12 | -6% | 3% | 0% | -3% | 6% | u | -12%
O=C(Nc1ccc2nc(SCC(=O)N3CCc4ccccc43)sc2c1)c1ccc(Cl)cc1 | -1% | 5% | -5% | -2% | 4% | -4% | -16%
COc1ccccc1NC(=O)C1=C(C)Nc2c(C(=O)Nc3ccc(C)cc3)cnn2C1c1cccc(OC)c1OC (stereo unspecified) | -6% | -6% | 0% | -11% | 0% | 16% | 3%
CC1CCN(C(=O)Cn2cc(SCC(=O)Nc3ccccc3)c3ccccc32)CC1 | 1% | 20% | 1% | -7% | -8% | -2% | u
COc1ccccc1CNC(=O)Cn1ncc2c(=O)oc3ccc(C)cc3c21 | 2% | -16% | 1% | -7% | 0% | -1% | -22%
Cc1csc2nc(-c3cccc(NC(=O)C(C)C)c3)cn12 | -2% | 12% | 1% | -21% | u | -14% | -36%
CC(C)(C)C(=O)Cn1c(=O)n(-c2ccccc2)c(=O)c2c3c(sc21)CCC3 | -6% | 8% | -2% | -22% | 0% | 4% | 15%
O=C(CN1C(=O)c2ccccc2Sc2ncccc21)Nc1cccc(C(F)(F)F)c1 | -4% | 8% | 2% | -2% | 0% | 17% | -11%
COc1ccc(-c2cc(C(C)=O)c(C)n2CCC(=O)Nc2ccc(C)cc2Cl)cc1 | -6% | 89µM* | 0% | 2% | 0% | 9% | 7%
Cc1ccc(CNC(=O)c2ccc(CS(=O)(=O)Cc3ccc(C)cc3)o2)cc1 | 3% | -1% | 0% | 3% | -6% | -11% | 12%
CCc1ccc(-c2cn3c(n2)sc2cc(C(=O)NC4CCCCCC4)ccc23)cc1 | -4% | 7% | 0% | 1% | 0% | 1% | 15%
CCC(Sc1nc2cc3c(cc2c(=O)n1CCCCCC(=O)NCc1ccc2c(c1)OCO2)OCO3)C(=O)NCCCOC (stereo unspecified) | -1% | 1% | -3% | -9% | -10% | -7% | 2%
COc1ccc(/C=C/c2nc3ccccc3c(=O)n2-c2cccc(C(F)(F)F)c2)cc1 | 1% | 5% | 1% | -4% | 0% | -4% | -2%
Cc1cccc(N(CC(=O)NCc2ccccc2)S(C)(=O)=O)c1C | -9% | -6% | 1% | -14% | 0% | -2% | 16%
CCCCN(C)CCNC(=O)Cn1ncc2c([nH]c3ccccc32)c1=O | -1% | -30% | 1% | -12% | 1% | -1% | -9%
COc1ccccc1NC(=O)CSC1=Nc2ccccc2C2=NC(CC(=O)NCc3ccccc3)C(=O)N12 (stereo unspecified) | -2% | 6% | 0% | 3% | -1% | 7% | 8%
Nc1c(C(=O)Nc2ccc(Br)cc2)sc2nc(-c3ccncc3)ccc12 | -2% | -18% | 0% | -7% | 4% | 5% | -15%
Cc1oc2ncn(CC(C)C)c(=O)c2c1C(=O)N1CCN(c2cccc(C(F)(F)F)c2)CC1 | 0% | 6% | 0% | -11% | 1% | -6% | -17%
Cc1cc(C)cc(N2C(=O)N(Cc3cc(=O)n4ccccc4n3)c3ccccc3S2(=O)=O)c1 | -5% | 11% | 0% | -11% | 2% | 6% | 12%
O=S(=O)(c1ccc(Br)cc1)c1nnn2c1nc(N1CCOCC1)c1sccc12 | -4% | -4% | 2% | -23% | 3% | 0% | -5%
O=C(/C=C/c1cn(CC(O)CN2CCCCCC2)c2ccccc12)c1ccc(Br)cc1 (stereo unspecified) | 16% | u | -3% | -9% | -2% | 0% | 16µM*
Cc1ccc(C2c3[nH]c4ccccc4c3CCN2C(=O)c2ccccc2Br)cc1 (stereo unspecified) | 1% | 3% | 0% | u | 2% | 21% | 24%
CCOc1ccc(-n2nc(CO)c(C(=O)NCc3cccs3)n2)cc1 | 2% | 12% | -2% | -2% | 2% | 2% | u
O=C(NC1CCCCCC1)c1ccc(CS(=O)c2cccc(Cl)c2)o1 (stereo unspecified) | -5% | u | 0% | 3% | 0% | -2% | -8%
COc1ccccc1NCc1cccn1-c1nnc(N2CCOCC2)s1 | -3% | 14% | 1% | -1% | 1% | 8% | -25%
COc1ccc(C2=C(C)C(=NCc3ccc(OC(C)C)cc3)NS2(=O)=O)cc1 | 3% | 6% | u | -11% | -2% | 3% | 3%
COc1cc(NC(=O)c2cnc3c(-c4ccc(F)cc4)c(C)nn3c2C)cc(OC)c1 | -5% | 17% | 1% | -20% | -2% | 9% | 34%[activator]
Cc1c(C(=O)Nc2ccc(F)c(Cl)c2)sc2nc3n(c(=O)c12)CCC3 | -6% | -14% | 1% | -20% | -11% | -15% | -16%
COc1ccc(-c2cc(-c3ccccc3)c(C#N)c(SCC(O)CS(=O)(=O)Cc3ccc(Cl)cc3)n2)cc1 (stereo unspecified) | 13% | 3% | 0% | -22% | 2% | -2% | -21%
CCOc1ccc(C2c3c(oc4ccc(C)cc4c3=O)C(=O)N2CCCN(C)C)cc1OC (stereo unspecified) | -1% | -4% | 1% | -16% | -1% | -4% | -23%
COc1ccccc1CNC(=O)c1sc2nc3n(c(=O)c2c1C)CCC3 | -1% | -8% | 0% | -3% | 4% | 11% | -19%
COc1ccc(Cl)cc1Nc1cc(C)nc2nc(-c3ccccc3C)nn12 | -1% | -2% | -2% | -11% | 3% | -4% | -17%
O=C(CS(=O)(=O)c1cccc2nsnc12)N1CCN(c2ccccc2)CC1 | -2% | -1% | 0% | -13% | -1% | -3% | 12%
